LDHA block: LDHA (human) enzyme inhibition; hit rate 0.15% among 480,000; AID 1347041; P00338; activity change, % (values are at about 110 or 230 µM); purified LDHA, NADH/diaphorase-resazurin fluorescence; active compounds read low; in the data active means activity change below about -30%; inconclusive means mostly about -25% to -30%;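 further: plate controls were DMSO wells for no effect and wells without enzyme for full effect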
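Resorufin fluorescence (ex540/em590), read at 0 and 20 min after diaphorase/resazurin addition, reports the NADH left after a 5 min room-temperature reaction of 2 nM human LDH5 with 0.06 mM NADH and 0.2 mM pyruvate.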
Active calls of the source: *; ? = inconclusive. This is a subset; rates above refer to the full screens.

Molecule	LDHA block
COCC(C)NC(=O)C1CCN(S(=O)(=O)Cc2ccc(Cl)cc2)CC1 (configuration not stated)	0
COc1cc(/C=C/C(=O)c2c(O)c3ccccc3oc2=O)cc(OC)c1OC	-19
Cc1ccc(S(=O)(=O)NCCc2nnc3ccc(SCc4cc(C)ccc4C)nn23)cc1	-3
COc1cc(C(=O)NCC2(c3ccccc3)CCC2)cc(OC)c1OCC(N)=O	-13
CC(Cc1ccco1)NC(=O)C1CCCO1 (configuration not stated)	2
CNC(=O)c1ccccc1OCc1coc(-c2ccccc2)n1	-20
O=C(CNc1cccc(OC(F)(F)F)c1)N1CCNC1=O	-4
COC(=O)COc1ccc2c(=O)c(-c3ccccc3)c(C)oc2c1	3
CCOc1ccc(Cn2c(=O)c3sccc3n(CC(=O)NCc3ccccc3Cl)c2=O)cc1	-18
Cc1cc(C)cc(NC(=O)c2nn(CC(C)C)c(=O)c3ccccc23)c1	6
CCCN(C(=O)Cn1nc(Cc2ccncc2)c2ccccc2c1=O)c1ccc(OCC)cc1	-3
CC(=O)NC(C)c1ccc(C(=O)CSc2cc(Cl)ccc2Cl)cc1 (configuration not stated)	-3
COc1cc(C(=O)NC(C)Cn2cccn2)cc(Cl)c1OC (configuration not stated)	-24
CC(C)c1ccc(/C=C/C(=O)Nc2c(F)c(F)c(F)c(F)c2F)cc1	3
COCCN(CC(N)=O)S(=O)(=O)c1ccc(F)c(F)c1	5
Cc1cc(C)cc(C(=O)NCC(C)C)c1	-3
CC(C)(C)NC(=O)c1cc(-c2ccccc2Cl)nc2ccccc12	5
CCNc1c(NC(=O)Nc2cc(Cl)ccc2C)c(=O)oc2ccccc12	-2
CC(C)CNC(=O)NC(=O)CSc1nnc(-c2ccc(C(C)(C)C)cc2)n1Cc1ccco1	?
Cc1ccnc(NC(=O)c2ccc[n+]([O-])c2)c1	-6
CN(C)C(=O)CCSc1ccc(F)cc1	2
COCCN(Cc1cc2ccccc2[nH]c1=O)C(=O)c1cc(OC)cc(OC)c1	-7
COC(=O)c1ccc(CCNC(=O)C(C)C)cc1	-2
O=C(Cn1nc(N2CCN(c3ccccc3)CC2)ccc1=O)Nc1ccccc1F	6
COc1cc(OC)c(OC)cc1CNC(=O)c1cc(Br)ccc1O	-16
COc1cn(CC(=O)Nc2ccc(C(F)(F)F)cc2)c(CN2CCN(C(C)=O)CC2)cc1=O	-1
O=C(c1ccc2[nH]ccc2c1)N1CCN(S(=O)(=O)c2cccc3nonc23)CC1	9
O=C(COC(=O)c1ccc2ccccc2n1)NC(=O)c1ccccc1	2
O=C(c1cccc(C(F)(F)F)c1)N1CCCN(C2CC2)CC1	-12
O=C(Nc1ccc(F)cc1)C1=C(N2CCOCC2)c2ccccc2S1(=O)=O	-5
CCOC(=O)C(C(=O)OCC)=C(C(=O)OCC)C(=O)OCC	-3
O=C(CSc1ccc(Cl)cc1)Nc1ccc2c(c1)OCCCO2	4
O=C(COc1ccccc1)NCCc1c[nH]c2ccccc12	3
CCN1CCN(CC(=O)N2CCNC(=O)C2CC(=O)Nc2ccc(F)cc2)CC1 (configuration not stated)	-6
CCCCCn1nc(C(=O)Nc2cc(C)cc(C)c2)c2ccccc2c1=O	-1
Cc1cc2oc(=O)cc(CN3CCCCCC3)c2cc1Cl	-11
COc1ccc2c(C)c(CC(=O)NC3CCCC3)c(=O)oc2c1OC	-7
O=C(c1ccc2c(c1)OCO2)N(Cc1ccccc1)Cc1ccccc1	-9
CSCCC(=O)Nc1ccc2c(c1)CCC2	3
CCC(=O)Nc1ccc2c(c1)nc(CCNC(=O)c1ccc(C)c(F)c1)n2C	-7
Cc1ccc(OC(C)C(=O)N2CCN(Cc3nc(N)c4ccccc4n3)CC2)cc1 (configuration not stated)	4
CCOc1ccc2ccc(OCC)c(/C=C(\C#N)c3nc4ccccc4[nH]3)c2c1	-1
CCn1nc(C(=O)OC(C)C(=O)c2ccc(C(C)(C)C)cc2)c2ccccc2c1=O (configuration not stated)	8
CC(C)OC(=O)C1=C(N)Oc2c(oc(CO)cc2=O)C1c1ccc(F)cc1F (configuration not stated)	5
Cn1c(=O)[nH]c(=O)c2c1nc(N1CCN(Cc3cccc(Cl)c3)CC1)n2Cc1ccccc1F	3
O=S(=O)(Nc1nc2ccccc2nc1Nc1cccc(F)c1)c1ccccc1	-6
CC(C)n1nnnc1SCC(=O)N(Cc1cccs1)c1ccc2c(c1)OCCO2	-8
CC(C)NC(=O)c1ccc2c(c1)nc1n2CCN(CCO)C1	5
O=C(NCC1(c2ccccc2)CCCC1)c1ccc(S(=O)(=O)N2CCOCC2)cc1	-7
Cc1ccc(S(=O)(=O)N(Cc2ccccc2)c2nc3nc(C)cc(C)n3n2)cc1	8
CC(C)c1nnc(NC(=O)c2cc(-c3ccncc3)nc3ccccc23)s1	10
COc1ccc(C(=O)CCl)cc1Cl	2
CCCN1C(=O)C2(C(C(=O)c3ccc(C)o3)=C(O)C(=O)N2CCN(C)C)c2ccccc21 (configuration not stated)	-5
Cc1ccc(NC(=O)COC(=O)c2nc(-c3ccccc3)oc2C)c(C)c1	13
COc1ccc(S(=O)(=O)N2CCc3c(c(-c4nnc(SC)n4C)nn3C)C2)cc1	-1
CC(C)C(NC(=O)C(N)C(C)O)C(=O)O (configuration not stated)	8
CC(C)C(C)NC(=O)c1csc2c1CCCC2 (configuration not stated)	1
Cc1nc2cc(NC(=O)C(C)(C)Oc3ccc(Cl)cc3)ccc2o1	5
CC(C)(C)c1ccc(-c2nc3ccccc3s2)cc1	2
Cc1ccc(C(=O)N/N=C/c2ccncc2)s1	-7

4 entries out of the list, arranged by formula weight, high to low:
Molecule	LDHA block
Cn1c(=O)[nH]c(=O)c2c1nc(N1CCN(Cc3cccc(Cl)c3)CC1)n2Cc1ccccc1F	3
CCCN1C(=O)C2(C(C(=O)c3ccc(C)o3)=C(O)C(=O)N2CCN(C)C)c2ccccc21 (configuration not stated)	-5
COc1cc(OC)c(OC)cc1CNC(=O)c1cc(Br)ccc1O	-16
COCC(C)NC(=O)C1CCN(S(=O)(=O)Cc2ccc(Cl)cc2)CC1 (configuration not stated)	0

Remaining list, next part.
Molecule	LDHA block
COCCCNC(C(=O)O)c1cn(CC(=O)O)c2ccc(OC)cc12 (configuration not stated)	1
O=C(CSc1nc2ccccc2o1)OCC(=O)c1ccc(Br)cc1	0
COc1ccc(CCNC(=O)CSc2nc(Cl)nc3nc[nH]c23)cc1OC	0
CC(C)(C)CC(=O)OCc1cc(=O)oc2cc(O)ccc12	6
O=[N+]([O-])c1cccc(/C=N/Nc2ccc(Cl)nn2)c1	0
Cc1ccc(NCC(=O)Nc2ccc(CC#N)cc2)c(F)c1	3
COc1ccc(Nc2nc(N3CCN(C(=O)c4ccco4)CC3)nc3c2cnn3C)cc1	-12
CN(c1ccccc1)c1nc2c(c(=O)n(C)c(=O)n2C)n1CC(=O)O	11
CCOC(=O)c1nc2cc(C)c(C)cc2nc1NCc1ccco1	1
COc1ccc(-c2c(C)oc3cc(OC(=O)c4ccc5c(c4)OCO5)ccc3c2=O)cc1	3
CCOc1c(Br)cc(C(=O)OC(C)C(=O)c2ccc(F)c(F)c2)cc1OC (configuration not stated)	8
CCOCc1nnc(NC(=O)C2CC(=O)N(CCc3c[nH]c4ccc(Cl)cc34)C2)s1 (configuration not stated)	9
CCOC(=O)CCN(Cc1cc(C)ccc1C)CC1CC1	16
Nc1cc(N)nc(SCCC(=O)Nc2cccc(Cl)c2)n1	2
Cc1cccc(OCC(=O)Nc2cc(-c3nc4ccccc4o3)ccc2C)c1	-7
CCn1c(CSc2n[nH]c(-c3ccc(C)cc3)n2)nc2cc(S(=O)(=O)N(C)C)ccc21	0
Cc1nc2sc(C(=O)OCC(=O)Nc3cccc(C(F)(F)F)c3)c(C)c2c(=O)[nH]1	-4
COc1cc(OC)cc(C(=O)Nc2ncc3c(n2)CC(c2ccc(Cl)cc2)CC3=O)c1 (configuration not stated)	0
COc1ccc(OC)c(NC(=O)Cn2ccc3cc(Cl)ccc32)c1	-1
CCCC(=O)NNC(=S)NC(C)C	1
CC(C)(C)c1cc(C(=O)OCCN2CCCCC2)cc(C(C)(C)C)c1	0
COCCCN(C)Cc1cccc(C#N)c1	-5
O=C(O)CNS(=O)(=O)c1cc(C(=O)O)ccc1C(=O)O	6
CNC(=O)c1cccc(NC(=O)CC2(C(=O)O)CCCCC2)c1	-3
COc1cccc(C(=O)COc2ccc(F)cc2Cl)c1	12
CC(NC(=O)CC1C=CCC1)c1ccc2c(c1)CCCC2 (configuration not stated)	-1
CCN1C2=C(C(=O)CC(C)(C)C2)C(c2ccc(O)cc2)C2=C1CC(C)(C)CC2=O	-10
Cc1ccc(-c2nc(CNC(=O)Nc3ccc(Cl)cc3)c(C)o2)cc1	-2
CCc1ccc(N(Cc2cccs2)C(=O)c2cccc(C)c2)cc1	3
Nc1ccccc1OC1CCCCC1	4
Oc1ccc(Cc2ccccc2)cc1	0
Nc1nccnc1C(=O)NCC(=O)NC1CC1	2
CC(C)CNc1nc(C(=O)Nc2nnc(C(C)(C)C)s2)cs1	6
Cc1ccc(Cl)cc1NC(=O)Cn1c(C)nc2c(sc3cccc(F)c32)c1=O	-9
Cc1ccc2c(=O)cc(C(=O)Nc3cccc(Cl)c3)oc2c1	-2
COc1ccccc1NC(=O)CSc1nncn1CCc1cccs1	2
COc1ccc(NC(=O)COc2ccc(Cl)cc2)c2cccnc12	16
COC(=O)c1ccc(C(=O)NCC2(c3ccccc3)CCC2)cc1	-1
N#CCCN(C(=O)Cn1nc(C(=O)O)c2ccccc2c1=O)c1ccccc1F	-6
Cc1cc2oc(=O)cc(COC(=O)Cc3n[nH]c(=O)c4ccccc34)c2cc1C(C)C	0
Cn1c(=O)c2c(ncn2CCC(=O)N2CCN(Cc3ccccc3)CC2)n(C)c1=O	0
COC(=O)CCOc1ccc(S(=O)(=O)Nc2ccc(OC)c(Cl)c2)cc1	3
N#Cc1ccc(Cl)cc1NC(=S)NCCc1ccccc1	1
COc1ccc(/C=C(/C#N)C(=O)C(C)C)cc1O	10
O=C(/C=C/Nc1ccc(Cl)c(C(F)(F)F)c1)c1ccc(Cl)cc1	101
Cc1cc(SCc2ccccc2F)nc2ccccc12	11
COc1ccc(NC(=O)Cc2c(C)c3ccc(O)cc3oc2=O)cc1OC	0
CCOc1ccc(CCN2C(=O)CCC2(C)C(=O)NCc2ccc(C)cc2)cc1 (configuration not stated)	4
O=C(NC1(C(F)(F)F)C(=O)Nc2c1c(=O)[nH]c(=O)n2-c1ccc(F)cc1)c1ccco1 (configuration not stated)	0
CC(C)(C)c1cc(O)cc(C(C)(C)C)c1	-17
NC(=O)C1CCN(C(=O)CCc2ncc(-c3ccc(F)cc3)o2)CC1	-6
CCCCc1nn2cc(-c3cccc(Br)c3)nc2s1	-2
COc1ccc(Oc2c(C)oc3cc(OCC(=O)Nc4ccccc4F)ccc3c2=O)cc1	-4
CCc1cc(OCCCCOc2ccc(C=O)cc2OC)ccc1Cl	5
CC1(CCc2ccccc2)NC(=O)N(NC(=O)c2nn(-c3ccccc3)c(=O)c3ccccc23)C1=O (configuration not stated)	6
CSc1cccc(NC(=O)c2ccc3c(c2)NC(=O)CS3)c1	-4
COc1ccc(NC(=O)CSc2nc3ccccc3o2)cc1	-2
CSCc1nnc(SCC(=O)c2[nH]c(C)c(C(C)=O)c2C)o1	6
Cc1oc(-c2cccc(Cl)c2)nc1CS(=O)(=O)CC(=O)NC(C)c1ccccc1 (configuration not stated)	-1
CCCN(Cc1cc(=O)[nH]c2c(C)cc(C)cc12)C(=O)Nc1ccccc1OC	-2

Reprinted from above (2 entries):
Molecule	LDHA block
CCCCc1nn2cc(-c3cccc(Br)c3)nc2s1	-2
COc1ccc(Oc2c(C)oc3cc(OCC(=O)Nc4ccccc4F)ccc3c2=O)cc1	-4

(cont.)
Molecule	LDHA block
N#Cc1ccc(CSc2ccccc2C(=O)Nc2ccc3c(c2)OCCCO3)cc1	8
Cc1ccc2cc(C(=O)NCCN(C(C)C)C(C)C)[nH]c2c1	3
N#C/C(=C\c1ccc(OC(=O)c2ccc(Br)cc2)cc1)C(=O)Nc1ccccc1C(F)(F)F	-1
Cc1ccc(CNC(=O)CCc2ncc(-c3ccc(Cl)cc3Cl)o2)cc1	-1
Cc1nc2ccc(NC(=O)c3n[nH]c(=O)c4ccccc34)cc2s1	1
CC(C)(C)c1ccc(/C=N/Nc2ccc(S(=O)(=O)Nc3ccccc3)cc2[N+](=O)[O-])cc1	1
CC(=O)N/N=C(\C)c1ccccc1	3
O=C(CSc1n[nH]c(-c2ccccc2F)n1)Nc1ccc2c(c1)OCCCO2	12
CCOc1cc(-c2ccccc2)sc1C(=O)O	3
Cc1cccc(NC(=O)c2cc(-c3cccs3)nc3ccccc23)n1	0
CCCOc1ccc(NC(=O)COc2ccccc2C)c2cccnc12	40
Cc1ccc2oc(C(=O)N3CCN(C(c4ccccc4)c4ccccc4)CC3)cc(=O)c2c1	-1
Cc1oc2cc(OCC(=O)NC(C)C)ccc2c(=O)c1-c1ccc(Cl)cc1	-1
Cc1ccc(NC(=O)CCc2ncc(-c3ccccc3)o2)c(O)c1	17
Cc1ccc(NC(=O)c2cnc(NCc3ccc4c(c3)OCO4)nc2C)c(C)c1	?
CCNC(=O)CNC(=O)c1cc(Br)ccc1F	12
